High-throughput results deposited in PubChem BioAssay by National Center for Advancing Translational Sciences (NCATS).
HEK293 tox – qHTS of GLP-1 Receptor Inverse Agonists: Cytotox Screen. HEK293 cAMP-luciferase reporter cells, luminescence, 24 h. Potency, µM (highest dose often 38.3 µM), without a hit: top-dose activity change, negative = inhibition, actives largely listed as inhibitors. 410,000 tested, 0.13% active;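 also: loss of luciferase light is scored as toxicity; potency is read from the fitted curve at half-maximal effect; % is scaled to controls: 0 for no effect and ±100 for the full control effect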
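Seeding density was 200 cells/uL; after overnight-length (12 h) culture, 23 nL compounds went on for 24 h at 37 °C. Readout used a luciferase detection reagent, luminescence taken after 12 min at room temperature.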
SW480 rerep – A quantitative high throughput screen for small molecules that induce DNA re-replication in SW480 colon adenocarcinoma cells; SW480 DNA re-replication, Hoechst DNA content imaging, 48 h; Potency, µM (top dose mostly 46.1 µM), for the others: top-dose re-replication activation, most hits filed as activators; 340,000 tested, 1.8% active; AID 624297, 2012; also: potency is read from the fitted curve at half-maximal effect; % of control where 0% means no effect; nearly all actives have a fitted effect of over 55% in size
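Quantitative HTS format with DMSO vehicle controls; 48 hr drug incubation at 37 C, then 40 min Hoechst staining and scanning imager measurement at 405 nm excitation.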
IL-1B inflam inh – qHTS for Inhibitors of Inflammasome Signaling: IL-1-beta AlphaLISA Primary Screen | activity change, % at 57.5 µM | THP-1 LPS/ATP IL-1B secretion, AlphaLISA, 16 h; stronger effect = lower value | 360,000 tested, 4.7% active | AID 743279, 2014; in the data active = activity change below about -50%; inconclusive = mostly about -30% to -49%; also: % is scaled to controls: 0 for no effect and ±100 for the full control effect
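Secreted IL-1B measured by AlphaLISA bead assay after 16 h compound exposure of THP-1 cells; compounds (final up to 57.5 uM) added 1 h before LPS (250 ng/mL) and ATP (1.25 mM) stimulation; lower signal means less secretion.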
HT1080 IDH1KD tx – qHTS for induction of synthetic lethality in tumor cells producing 2HG: qHTS for the HT-1080-IDH1KD cell line | HT-1080 IDH1 knockdown viability, ATP luminescence, 48 h | Potency, µM (highest dose often 46.1 µM), inactives show top-dose activity, negative = toxicity, usual class: cytotoxic | 360,000 tested, 2% active | AID 686971, 2013;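 also: potency is read from the fitted curve at half-maximal effect; 0% = DMSO wells and -100% = cell-free medium wells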
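Luminescent ATP read-out (CellTiter-Glo, 10 min at room temperature) after 48 h compound exposure at 37 °C gave viability of IDH1-knockdown HT-1080 cells. Activity was normalised to DMSO and cell-free wells, then fitted as concentration-response curves.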
D3 ag – qHTS of D3 Dopamine Receptor Agonist: qHTS | D3R DiscoveRx beta-arrestin cells, luminescence, 90 min | 410,000 tested, 0.58% active | max activation, % | D(3) dopamine receptor (Homo sapiens), P35462; in the data active = max activation above about 30%; also: 0% is about no effect; mostly tested at two doses, the higher about 12 µM
Target sequence (P35462 whole entry, looked up): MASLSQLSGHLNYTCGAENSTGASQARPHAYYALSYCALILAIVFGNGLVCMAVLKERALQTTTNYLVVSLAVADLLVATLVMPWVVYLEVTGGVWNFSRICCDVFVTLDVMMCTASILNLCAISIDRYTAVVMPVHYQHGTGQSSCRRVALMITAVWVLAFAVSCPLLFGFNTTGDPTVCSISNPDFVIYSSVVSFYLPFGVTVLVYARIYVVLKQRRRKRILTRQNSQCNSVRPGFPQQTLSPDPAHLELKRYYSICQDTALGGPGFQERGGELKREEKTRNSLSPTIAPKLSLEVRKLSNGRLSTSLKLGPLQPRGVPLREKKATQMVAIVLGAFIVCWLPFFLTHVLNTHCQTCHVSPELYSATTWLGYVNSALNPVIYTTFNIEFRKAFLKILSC
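Agonist-mode cell screen: cells plated at 1500/well and incubated overnight at 37 °C, then exposed to library compounds for 90 min at 37 °C. Detection reagent was added for 30–60 min at room temperature, and luminescence was read.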
KB-3-1 tox – qHTS assay for MDR1-selective chemotherapeutics: Primary screen using the parental adenocarcinoma cell KB-3-1; KB-3-1 viability, CellTiter-Glo ATP luminescence, 72 h; Potency, µM (top dose mostly 46.1 µM), without a hit: top-dose activity change, negative = cytotoxic, actives largely listed as cytotoxic; 400,000 tested, 1.4% active; AID 1347075, 2019; also: potency is read from the fitted curve at half-maximal effect; % is scaled to controls: 0 for no effect and ±100 for the full control effect; nearly all actives have a fitted effect of over 60% in size
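Viability of parental KB-3-1 cells, measured by CellTiter-Glo luminescence, followed a 72 h incubation at 37 °C with pinned compounds in phenol-red-free DMEM containing 10% FBS.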
MCF10A rerep – A quantitative high throughput screen for small molecules that induce DNA re-replication in MCF 10a normal breast cells | MCF 10A DNA re-replication, Hoechst nuclear intensity, 48 h | Potency, µM (highest dose often 46.1 µM), for the others: at the highest dose activity, positive = re-replication, actives largely listed as activators | 350,000 tested, 2.9% active | AID 624296, 2012; also: potency is read from the fitted curve at half-maximal effect; % of control where 0% means no effect; nearly all actives have a fitted effect of over 50% in size
KB-V1 MDR tox – qHTS assay for MDR1-selective chemotherapeutics: Primary screen using the drug-selected MDR subline cells KB-V1; KB-V1 MDR cells viability, CellTiter-Glo, 72 h; Potency, µM (titrated, usually from 46.1 µM), without a hit: at the highest dose activity change, negative = cytotoxicity, hits mostly cytotoxic; 400,000 tested, 3.4% active; also: potency is read from the fitted curve at half-maximal effect; % is scaled to controls: 0 for no effect and ±100 for the full control effect; nearly all actives have a fitted effect of over 60% in size
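KB-V1, DMEM (no phenol red) + 10% FBS; cpd pin-transferred, titration series; 72 h, 37 degrees C; CellTiter-Glo, luminescence. Data normalized, curve-fit.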
HT1080NT lethal – qHTS for induction of synthetic lethality in tumor cells producing 2HG: qHTS for the HT-1080-NT fibrosarcoma cell line. 360,000 tested, 1.6% active. AID 686970, 2013. Potency, µM (doses to about 46.1 µM), without a hit: at the top dose activity, negative = less viability, usual class: cytotoxic. HT-1080-NT fibrosarcoma viability, CellTiter-Glo ATP luminescence, 48 h;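 also: NT is the 2HG producing partner of a matched IDH1 knockdown line; potency is read from the fitted curve at half-maximal effect; 0% = DMSO-treated cells and -100% = media-only wells without cells; nearly all actives have a fitted effect of over 55% in size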
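Viability of the 2HG-overproducing fibrosarcoma line after 48 hours of compound exposure at 37 degrees C was determined by luminescence with CellTiter-Glo, and concentration-effect curves were then fitted and categorized.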
An asterisk follows results filed as active; i = inactive; ? = inconclusive; · = not tested or not shown; & = joins results of further samples; [ ] = dose if it differs, or a comment. Unless noted, calls follow the shape of the dose curve; as a rule, active = well fitted curve in the direction sought with a large enough effect; inconclusive = small, poorly fitted or top-dose-only effect, or another doubt; inactive = no such curve, though single readings can be large; an effect the other way counts as inactive or inconclusive. This is a random part of the collection; overall some 11% were active at least once.

Below each compound – HEK293 tox	SW480 rerep	IL-1B inflam inh	HT1080 IDH1KD tx	D3 ag	KB-3-1 tox	MCF10A rerep	KB-V1 MDR tox	HT1080NT lethal
> Nc1nc(CSCc2ccccc2)nc(N2CCOCC2)n1
→ -1%	2%	-4	-1%	-10	-10%	9%	-6%	-8%
> COc1ccc(Cn2cc(CN3CCS(=O)(=O)N(Cc4ccc(-c5cccc(Cl)c5)cc4)C(C)C3=O)nn2)cc1 (stereo not given)
→ 3%	4%	-16	-8%	-8	?	11%	?	-2%
> CCN(CC(=O)NCc1ccccc1Cl)CC(=O)Nc1c(F)cccc1F
→ 2%	-17%	4	-1%	-13	-2%	-4%	?	1%
> O=S1(=O)CCN(Cc2cccc(C(F)(F)F)c2)CC1
→ 1%	-4%	-22	-6%	2	-6%	0%	-20%	-13%
> CCOC(=O)c1c(C)nc2sc(C(=O)Nc3ccc(C(C)=O)cc3)c(N)c2c1-c1ccc(OC)cc1
→ 340%[activator]	2.3µM*	?	?	3	?	26%	?	?
> COc1ccc(C(=O)CSc2cc(C)nc3nc(C)nn23)cc1OC
→ -12%	-3%	-97*	11µM*	-1	-5%	-25%	?	16µM*
> COc1ccc(S(=O)(=O)n2nc(C)cc2C)cc1OC
→ 8%	-19%	-13	3%	1	0%	2%	-15%	-7%
> CCc1nc2c(OCCn3cccc3)cccn2c1N(C)C(=O)c1ccccc1F
→ 2%	·	-7	13%	-1	0%	·	0%	24%
> CCn1nc(C)c(NS(=O)(=O)c2ccc(C)cc2)c1C
→ 6%	-4%	-3	-4%	-4	?	3%	16µM*	-24%
> COc1cc(/C=N/NC(=O)c2cc(-c3cccn3C)n[nH]2)cc(OC)c1OC
→ 22%	16%	-85*	-7%	-5	?	29%	-6%	2%
> CCOC(=O)c1sc(NC(=O)CCCn2nc([N+](=O)[O-])c(Cl)c2C)c(C(=O)OCC)c1C
→ 7%	2%	-23	-4%	-3	-1%	4%	?	-6%
> CN(Cc1cccc(C(F)(F)F)c1)C(=O)C1CCC(=O)N(CC2CCCCC2)C1 (stereo not given)
→ -6%	-30%	-16	0%	-5	-10%	-5%	?	-3%
> CCCc1nnc(NC(=O)c2oc3ccccc3c2COCC)s1
→ -6%	-358%[inhibitor]	6	-9%	7	-2%	?	2%	-1%
> CN1CCN(C(=O)C2C3C=CC(C3)C2C(=O)O)CC1 (stereo not given)
→ 7%	1%	4	10%	3	-4%	-3%	17%	13%
> Cc1ccc(NCc2nnc(SCC(=O)NCCc3ccccc3)n2C)cc1
→ -8%	-5%	29	12%	-3	-2%	2%	?	10%
> CC(=O)c1ccc(NC(=O)CCNC(=O)c2ccc(Cl)cc2)cc1
→ 8%	-23%	0	9%	-12	29%	-3%	-8%	7%
> Cc1ccc(Cl)cc1N1CCN(C(=O)CCS(=O)(=O)c2cc(Br)cc3c2N(C(=O)C2CC2)CC3)CC1
→ 1%	·	·	·	-10	-5%	·	7%	·
> Nc1c(C(=O)NCc2ccc3c(c2)OCO3)nnn1-c1ccc(OC(F)(F)F)cc1
→ -2%	16%	?	-16%	-6	-18%	6%	-16%	-27%
> CC1Cc2ccccc2N1C(=O)c1cc2sccc2n1Cc1ccc(F)cc1 (stereo not given)
→ 32%[activator]	?	-22	-10%	-10	?	?	21µM*	-5%
> O=C(N/N=C/c1ccncc1)c1ccc(NC(=O)c2cccc(Cl)c2)cc1
→ -5%	2%	34	-19%	9	11%	4%	3%	-16%
> CCCCC1CCC(C(=O)N(CCOC)c2c(N)n(CCCC)c(=O)[nH]c2=O)CC1 (stereo not given)
→ -3%	-1%	-3	1%	9	2%	0%	8%	8%
> Cc1cc(C)cc(NC(=S)NCC2CCCO2)c1 (stereo not given)
→ ?	-1%	-2	24%	1	9%	-2%	0%	-6%
> Cc1cc(C)nc(Nc2nc3ccccc3[nH]2)n1
→ 5%	-2%	27	1%	-1	19%	2%	5%	13%
> C=CCSc1nc2c(c(=O)[nH]c(=O)n2C)n1CC
→ 2%	-2%	-10	5%	4	-7%	2%	?	4%
> CC(C)c1ccc(S(=O)(=O)N2CCN(CC(=O)Nc3ccccc3C(F)(F)F)CC2)cc1
→ 1%	·	·	·	15	14%	·	4%	·
> N#Cc1cnn2c(-c3ccc(Cl)cc3Cl)ccnc12
→ -9%	-11%	1	1%	-6	-21%	8%	16µM*	24%
> Cc1c(C(=O)c2ccc(Cl)cc2Cl)cnc2cc3c(cc12)OCO3
→ 23%	7%	-7	-20%	-1	-1%	13%	?	-23%
> O=C(O)C1C2C=CC(C3CC23)C1C(=O)NCCc1ccccc1 (stereo not given)
→ 0%	2%	-14	8%	-13	-8%	6%	0%	-1%
> O=C(CCN1CCCCC1=O)NC1CCCN(Cc2ccc(Cl)cc2)C1 (stereo not given)
→ 1%	-1%	0	18%	-6	-2%	-1%	7%	10%
> CCn1cc(CN2CCC(n3nccc3NC(=O)C3CCCC3)CC2)c(C)n1
→ -4%	3%	6	4%	1	0%	1%	2%	11%
> O=C(OCc1nnc(-c2ccccc2)o1)c1ccc(Br)o1
→ 13%	-134%[inhibitor]	22	3%	5	1%	-9%	-3%	14%
> COc1cccc(-c2c[nH]c(=O)[nH]c2=O)c1
→ -8%	10%	2	10%	4	-7%	-49%[inhibitor]	?	6%
> CN(CC(=O)Nc1cccc(F)c1)C(=O)c1cc([N+](=O)[O-])ccc1N1CCOCC1
→ -26%	-2%	-7	12%	-4	-7%	1%	-12%	2%
> CCn1ncc([N+](=O)[O-])c1C(=O)Nc1cc(C)on1
→ -7%	-3%	16	18%	-1	?	8%	-15%	7%
> NC(=O)c1ccc(Oc2cccc3cccnc23)c([N+](=O)[O-])c1
→ 13%	2%	36	-4%	3	-1%	-5%	0%	-23%
> Cc1occc1C(=O)NC(C)C(C)(C)C (stereo not given)
→ 9%	0%	-17	-2%	1	-1%	0%	-10%	-2%
> CCOc1cccc2sc(N(CCCN(C)C)C(=O)c3ccc(S(=O)(=O)N(C)c4ccccc4)cc3)nc12
→ ?	-2%	-16	?	-2	?	4%	0%	?
> COc1cccc(Nc2c(F)c(F)c(F)c(F)c2C(=O)O)c1
→ 6%	-7%	8	15%	2	17%	2%	7%	6%
> CCOC(=O)c1cc2sc(C)cc2n1CC(=O)Nc1cccc(C)c1C
→ 4%	0%	1	-11%	-10	2%	-9%	10%	0%
> O=C(COc1ccc(Br)cc1)NCCNC(=O)c1cccnc1
→ 10%	?	i	-2%	-6	16%	-33%[inhibitor]	-1%	-4%
> C/C(=N\NC(=O)CCn1nnc2ccccc21)c1cccs1
→ 11%	-8%	-18	19%	6	5%	-1%	1%	27%
> Cc1ccc(/C=C/C(=O)N(Cc2cccs2)C2CCS(=O)(=O)C2)cc1 (stereo not given)
→ -13%	-11%	-27	7%	5	9%	-5%	7%	-2%
> O=c1c2ccccc2nc(CSc2nnnn2-c2ccccc2)n1-c1ccccc1Cl
→ 1%	-4%	-3	?	4	2%	?	-10%	-23%
> COc1ccc(C(=O)NCCSc2ccccn2)cc1
→ 3%	-14%	-13	16%	-10	6%	2%	-26%	12%
> CC(C)NC(=O)C1Cc2c(-c3ccccc3Oc3ccccc3)ccnc2O1 (stereo not given)
→ 2%	·	-8	-9%	-11	0%	·	-4%	-8%
> CCOC(=O)c1c(-c2ccc(OC)cc2)oc2ccc(O)cc12
→ 4%	1%	6	?	3	-20%	?	?	?
> Cc1ccc(SCc2[nH]nc3c2C2(C(=O)N(C)c4ccccc42)C(C#N)=C(N)O3)cc1 (stereo not given)
→ -27%	?	-6	?	-4	-13%	?	18%	15µM*
> NS(=O)(=O)c1ccc(CCNC(=O)C2CCN(S(=O)(=O)c3ccc(Br)s3)CC2)cc1
→ 4%	-8%	7	-9%	0	-3%	-3%	4%	-2%
> O=C(Cn1cnc2c(cnn2-c2ccccc2)c1=O)NC1CCCC1
→ -8%	1%	14	1%	3	3%	13%	0%	15%
> CCOc1ccc(C(=O)COC(=O)C2COc3ccccc3O2)cc1 (stereo not given)
→ -19%	-6%	14	14%	5	5%	-4%	?	10%
> COc1ccc(NC(=O)COc2nsnc2N2CCCCC2)cc1
→ 14%	-12%	-10	4%	4	-3%	?	-20%	-13%
> O=C(N/N=C/c1coc2ccccc2c1=O)c1cn(-c2ccccc2)nc1-c1ccc(F)cc1
→ 26%	2%	-2	4%	-2	21%	-5%	11%	-2%
> CNc1ncnc2c1ncn2[C@H]1CN(Cc2ccc(F)cc2)C[C@@H](CO)O1
→ -2%	·	35	-1%	12	0%	·	3%	21%
> COc1ccc2c(c1)C(=O)N(CCc1ccc(S(=O)(=O)NC(=O)NC3CCCCC3)cc1)C(=O)C2(C)C
→ -5%	-6%	27	-1%	10&8	-8%	9%	?	1%
> COc1cccc(C2=NN(C(=O)c3ccco3)C(O)(C(F)(F)F)C2)c1 (stereo not given)
→ 1%	?	0	?	-3	?	?	-3%	4%

Just SW480 rerep, HEK293 tox and KB-3-1 tox, for some of the entries so far:
| smiles | SW480 rerep | HEK293 tox | KB-3-1 tox |
| --- | --- | --- | --- |
| CN(CC(=O)Nc1cccc(F)c1)C(=O)c1cc([N+](=O)[O-])ccc1N1CCOCC1 | -2% | -26% | -7% |
| CCn1ncc([N+](=O)[O-])c1C(=O)Nc1cc(C)on1 | -3% | -7% | ? |
